Assay outcomes as filed in PubChem BioAssay.
All columns: NCI-60 one-dose screen, growth in % after 48 h at 10 µM unless noted; 100 = growth as untreated, 0 = no growth, -100 = all killed.
SF-268 – SF-268 CNS cancer cells; hit rate 3.1% among 82,000; AID 1794759
CAKI-1 – CAKI-1 renal cancer. hit rate 4.7% among 75,000
SNB-75 – SNB-75 CNS cancer. AID 1794750. hit rate 5% among 79,000
SNB-19 – SNB-19 CNS cancer cells. hit rate 2.5% among 81,000. AID 1794751
ACHN – ACHN renal cancer; hit rate 4.9% among 81,000
SF-539 – SF-539 CNS cancer | AID 1794752 | hit rate 6.8% among 81,000
RXF 393 – RXF 393 renal cancer cells | hit rate 6.9% among 77,000
A498 – A498 renal cancer cells | hit rate 5.4% among 76,000 | AID 1794774
* hit, by the source's call; nt = not tested or not shown; & = joins results of further samples. Rule for the calls: active = growth percent below 10; inactive = the rest. An unsorted share of the library. About 12% of those tested had a hit in this group.

1	O=C(N/N=C/[C@H](O)[C@H](O)[C@H](O)CO)c1ccc(NC(=O)c2cccnc2)cc1
2	O=C1NCC(Nc2ccccc2)C(=O)N1 (centres undefined)
3	CC(C)CC(NC(=O)CN(Cc1ccccc1)S(C)(=O)=O)C(=O)O (centres undefined)
4	CCC(=O)CC1CCCC(CC(=O)CC)N1C (centres undefined)
5	CN(CCC#N)c1ccc(/C=C(\C#N)c2ccc(Br)cc2)cc1
6	Cc1nc(-c2ccccc2)cc2c(O)c(C(=O)N/N=C/c3ccc(O)cc3O)[nH]c(=O)c12

Screen / compound no.,1,2,3,4,5,6
SF-268,99,107,109,113,88,87
CAKI-1,94,97,62,93,72,103
SNB-75,97,105,80,88,76,89
SNB-19,98,108,92,103,88,99
ACHN,109,100,102,106,98,106
SF-539,99,110,91,106,89,96
RXF 393,107,117,80,101,72,110
A498,99,129,95,88,nt,68

7	COC(=O)/C(=C\c1ccc(O)c(O)c1O)c1nc(C#N)c(NCCO)o1
8	Nc1nc(Nc2cccc(Cl)c2)cc(=O)[nH]1
9	CC(=O)N(O)CCCCCNC(=O)CCC(=O)N(O)CCCCCNC(=O)CCC(=O)N(O)CCCCCN
10	O=C(Cn1c(=O)sc2nc3ccccc3nc21)Nc1ncc(Cc2ccc(Cl)cc2)s1
11	CC(=O)c1cc(C(=O)c2ccccc2)n2cc3ccccc3cc12
12	Cc1nn(-c2ccc(F)cc2)c2ncnc(N3CCOCC3)c12

Screen / compound no.,7,8,9,10,11,12
SF-268,77,103,50,94,83,101
CAKI-1,40,94,29,66,61,nt
SNB-75,81,91,86,80,nt,99
SNB-19,47,97,62,95,93,95
ACHN,50,96,31,94,101,110
SF-539,60,101,71,103,90,108
RXF 393,75,91,84,93,56,116
A498,115,nt,86,106,79,95

13	COc1cc(/C=N\NC(=S)Nc2ccc(S(=O)(=O)N3CCCCC3)cc2)cc(OC)c1OC
14	CC(C)(C)NC(=O)C1C2C=CC(O2)C1C(=O)O (centres undefined)
15	CN1CCC(c2ccccc2)(c2ccccc2)C(=O)C1
16	Cc1cc(N)c(-n2[nH]c(=O)cc2C)cc1C
17	O=[N+]([O-])c1ccc(S(=O)(=O)N/N=C/c2ccc3c(c2)OCO3)cc1
18	CN1c2ccccc2[C@@]23CCC[C@@]12Nc1ccccc1C3

Screen / compound no.,13,14,15,16,17,18
SF-268,96,103,104,118,97,108
CAKI-1,84,93,71,102,55,102
SNB-75,83,98,58,91,86,88
SNB-19,82,108,91,101,105,103
ACHN,100,89,102,106,106,113
SF-539,99,103,94,98,99,115
RXF 393,83,126,96,117,nt,107
A498,nt,104,106,nt,98,116

19	CNC1=C([N+](=O)[O-])C(c2ccc(C#N)cc2)C(C#N)=C(c2ccc[nH]2)O1 (centres undefined)
20	CC(O)CC(C)(C)NC(=O)C(C)O (centres undefined)
21	CN(C)c1c([N+](=O)[O-])cc(N2C(=O)C=CC2=O)cc1[N+](=O)[O-]
22	COc1ccc2ccc(OC)cc2c1
23	CC/C(=C(/c1ccc(O)cc1)c1ccc(OCCCN(C)C)cc1)c1ccc(Cl)cc1
24	CCCCCc1ccc(S(=O)(=O)Nc2ccc3nc(N)oc3c2)cc1

Screen / compound no.,19,20,21,22,23,24
SF-268,103,105,106&99,99,94,51
CAKI-1,89,93,95&77,97,104,51
SNB-75,92,82,106&95,107,96,41
SNB-19,100,nt,112&105,104,111,66
ACHN,104,105,125&86,100,107,60
SF-539,102,103,111&103,101,105,71
RXF 393,113,111,107&90,99,138,77
A498,89,94,145,99,113,33

25	O=C(O)c1nccnc1C(=O)O
26	Cc1ccc(CN2CCC(C(=O)Nc3ccc(-c4cc5ccccc5[nH]4)cc3)CC2)o1
27	N#Cc1c(-c2ccccc2)cc(-c2ccccc2)n(CCCCC(=O)Nc2ccccc2N)c1=O
28	Cc1sc2nc(CSc3nnc(-c4ccco4)o3)[nH]c(=O)c2c1C
29	Cc1ccc(Cl)cc1NC=O
30	Cc1ccc(NC(=O)Cn2cc(CSc3nnc4oc5ccccc5n34)nn2)cc1C

Screen / compound no.,25,26,27,28,29,30
SF-268,100,67,63,106,104,85
CAKI-1,100,72,60,100,nt,81
SNB-75,91,100,43,108,106,86
SNB-19,105,80,84,106,117,83
ACHN,100,44,72,94,115,94
SF-539,97,84,75,122,108,83
RXF 393,89,55,62,98,107,86
A498,86,4.0*,58,110,84,121

31	Cc1ccc(C(C)C)c(OCc2ccc(C(=O)N/N=C/c3cccc(O)c3O)cc2)c1
32	CC(C)=CCC/C(C)=C/CSc1nnc(-c2c(C)nc3ccc(Cl)cn23)o1
33	COc1ccc(Nc2nn3c(SCC(=O)c4ccc(OC)cc4)nnc3s2)cc1
34	CCCCCCCCC1(C)CCC(=O)O1 (centres undefined)
35	CC(=O)Nc1cc2c(cc1[N+](=O)[O-])-c1ccc(F)cc1C2
36	COC(=O)[C@]12CC[C@@H](C)[C@H](C)[C@@H]1C1=CC[C@@H]3[C@@]4(C)C[C@@H](O)[C@H](O)[C@@](C)(CO)C4=CC[C@@]3(C)[C@]1(C)CC2

Screen / compound no.,31,32,33,34,35,36
SF-268,26,106,100,109,92,-49*
CAKI-1,32,82,88,92,78,-10*
SNB-75,45,85,100,95,67,-59*
SNB-19,46,94,101,95,92,-80*
ACHN,13,76,99,94,89,-84*
SF-539,26,91,99,100,97,-90*
RXF 393,48,110,97,102,110,-88*
A498,90,80,94,103,76,-95*

37	Cc1noc(C)c1COc1ccccc1C(=O)Nc1nc2c(C)cccc2s1
38	COc1ccc(OC)c(-c2cc(-c3ccccc3)c(C#N)c(SC)n2)c1
39	O=C1/C(=C/c2ccc(N3CCN(Cc4ccccc4)CC3)cc2)Oc2cc(O)ccc21
40	CC1(C)S[C@@H]2[C@H](NC(=O)[C@H](NC(=O)N3CCNC3=O)c3ccccc3)C(=O)N2C1C(=O)O (some centres undefined)
41	CCOC(OCC)N(C)C
42	O=C(O)C1Cc2nc[nH]c2CN1CO (centres undefined)

Screen / compound no.,37,38,39,40,41,42
SF-268,99,89,87,114,107,104
CAKI-1,93,nt,90,95,105,107
SNB-75,91,55,111,100,103,101
SNB-19,101,104,91,108,116,98
ACHN,77,71,71,nt,107,107
SF-539,95,78,101,108,104,101
RXF 393,100,80,110,103,112,106
A498,93,87,100,102,106,103

43	O=C(O)CCC1(CCC(=O)O)CCCC(CCC(=O)O)(CCC(=O)O)C1=O
44	Cc1onc(-c2c(Cl)cccc2Cl)c1C(=O)Nc1ccccc1CC1c2ccccc2CCN1C (centres undefined)
45	CCN(CC)C(=S)Sc1nc2ccccc2s1
46	COc1cccc(C2=NN(c3ccc(-c4ccccc4)nn3)C(c3ccccc3)C2)c1 (centres undefined)
47	COC(=O)CC[C@@H]1C(C)=CC(=O)[C@@]2(F)[C@H]1CCC1=CC(=O)C=C[C@@]12C
48	Cc1c(Br)cc(Cl)c(O)c1Br

Screen / compound no.,43,44,45,46,47,48
SF-268,108,92,92,87,112,96
CAKI-1,87,nt,100,67,nt,96
SNB-75,82,76,81,92,97,84
SNB-19,110,100,96,88,103,106
ACHN,102,97,100,87,109,103
SF-539,100,115,89,93,103,105
RXF 393,111,82,110,92,109,114
A498,111,86,95,57,92,94

49	Nc1nc2nc(-c3cccc(Nc4ccnc5cc(Cl)ccc45)c3)cc(-c3ccc(Cl)cc3)c2c(=O)[nH]1
50	COc1cc2c(c(O)c1OC)C1Cc3ccc(OC)c(OC)c3CN1CC2 (centres undefined)
51	Cn1c(N)c(N=Cc2ccccc2)c(=O)n(C)c1=O
52	CC(C)/C=C/CC[C@](C)(O)[C@H]1CC[C@]2(C)[C@@H]1CC[C@@H]1[C@@]3(C)C/C(=C/c4ccccn4)C(=O)C(C)(C)[C@@H]3CC[C@]12C
53	c1ccc(CN2CCOCC2)nc1
54	COc1ccc(-c2nn(-c3ccccc3)cc2/C=C/C(=O)NNC(=O)Nc2ccc(Cl)cc2)cc1

Screen / compound no.,49,50,51,52,53,54
SF-268,101,111,110,80,106,97
CAKI-1,96,92,98,47,94,85
SNB-75,85,96,91,84,91,81
SNB-19,94,88,105,94,109,93
ACHN,111,93,104,93,112,105
SF-539,109,103,119,95,117,98
RXF 393,96,97,121,88,107,nt
A498,100,89,116,83,99,60

55	COc1ccc2cc([C@@H]3C[C@@H]3CCO)ccc2c1
56	O=C(N[C@H]1C(O)[C@H](O)C(CO)O[C@H]1O)NS(=O)(=O)c1ccccc1 (some centres undefined)
57	O=[N+]([O-])c1cccc(-c2nc3cc4nc5ccccc5[nH]c4cc3n2)c1
58	CCCn1nc(C(=O)N2CCCCC2)c2c1CCC(NCCCN1CCCC1=O)C2 (centres undefined)
59	CCCC(C)NCCCCCNc1cc(OC)cc2cccnc12 (centres undefined)
60	Cc1nn(-c2nc(-c3cc4ccccc4oc3=O)cs2)c(C)c1N=Nc1ccc(F)cc1

Screen / compound no.,55,56,57,58,59,60
SF-268,96,99,98,95,94,106
CAKI-1,95,93,104,91,83,91
SNB-75,90,86,101,94,40,93
SNB-19,94,97,102,99,93,106
ACHN,109,102,103,101,102,103
SF-539,99,100,106,103,92,99
RXF 393,106,105,115,90,85,109
A498,94,91,92,nt,nt,111

61	CCOP(=O)(NC(c1ccccc1)c1ccccc1)OCC
62	O=C(O)c1ccc2c(c1)C(=O)N(c1ccc(Oc3ccc(N4C(=O)c5ccc(C(=O)O)cc5C4=O)cc3)cc1)C2=O
63	COc1cc(C2C3=C(COC3=O)N(CCO)c3cc4c(cc32)CCC4)cc(OC)c1O (centres undefined)
64	CC(C)CCC[C@@H](C)[C@H]1CC[C@H]2[C@@H]3CC[C@H]4CC(=O)[C@H](Br)C[C@]4(C)[C@H]3CC[C@]12C
65	CN(C)C=Nc1c(I)cc(I)c(CCC(=O)O)c1I
66	NNC(=O)c1oc2nc(-c3cnccn3)cc(-c3cccs3)c2c1N

Screen / compound no.,61,62,63,64,65,66
SF-268,104,109,44,102,108,110
CAKI-1,93,102,21,93,106,95
SNB-75,89,86,3.0*,93,118,105
SNB-19,102,103,31,104,116,100
ACHN,103,101,43,102,107,103
SF-539,115,101,-23*,95,97,99
RXF 393,113,nt,-36*,105,121,112
A498,102,106,17,103,104,nt

67	CC(=O)Nc1cc2c3ccccc3ccc2c2ccccc12
68	Cc1ccc(N=Nc2sc(-n3[nH]c(=O)ccc3=O)nc2O)cc1
69	COc1cccc(/C=C2\Cc3ccccc3C2=O)c1
70	N#CCC(=O)N/N=C\C(O)C(O)C(O)C(O)C(=O)O (centres undefined)
71	CNC(=O)OCn1cnc(Cl)c1Cl
72	O=I(=O)c1ccccc1

Screen / compound no.,67,68,69,70,71,72
SF-268,97,97,109,99,131,112
CAKI-1,99,87,97,120,99,96
SNB-75,95,93,104,79,93,83
SNB-19,110,96,94,102,103,106
ACHN,103,99,104,97,104,100
SF-539,97,96,101,96,107,102
RXF 393,105,99,103,129,107,116
A498,86,99,nt,114,80,112

Compounds from the list above that have sulfur:
3	CC(C)CC(NC(=O)CN(Cc1ccccc1)S(C)(=O)=O)C(=O)O (centres undefined)
10	O=C(Cn1c(=O)sc2nc3ccccc3nc21)Nc1ncc(Cc2ccc(Cl)cc2)s1
13	COc1cc(/C=N\NC(=S)Nc2ccc(S(=O)(=O)N3CCCCC3)cc2)cc(OC)c1OC
17	O=[N+]([O-])c1ccc(S(=O)(=O)N/N=C/c2ccc3c(c2)OCO3)cc1
24	CCCCCc1ccc(S(=O)(=O)Nc2ccc3nc(N)oc3c2)cc1
28	Cc1sc2nc(CSc3nnc(-c4ccco4)o3)[nH]c(=O)c2c1C
30	Cc1ccc(NC(=O)Cn2cc(CSc3nnc4oc5ccccc5n34)nn2)cc1C
32	CC(C)=CCC/C(C)=C/CSc1nnc(-c2c(C)nc3ccc(Cl)cn23)o1

Screen / compound no.,3,10,13,17,24,28,30,32
SF-268,109,94,96,97,51,106,85,106
CAKI-1,62,66,84,55,51,100,81,82
SNB-75,80,80,83,86,41,108,86,85
SNB-19,92,95,82,105,66,106,83,94
ACHN,102,94,100,106,60,94,94,76
SF-539,91,103,99,99,71,122,83,91
RXF 393,80,93,83,nt,77,98,86,110
A498,95,106,nt,98,33,110,121,80

33	COc1ccc(Nc2nn3c(SCC(=O)c4ccc(OC)cc4)nnc3s2)cc1
37	Cc1noc(C)c1COc1ccccc1C(=O)Nc1nc2c(C)cccc2s1
38	COc1ccc(OC)c(-c2cc(-c3ccccc3)c(C#N)c(SC)n2)c1
40	CC1(C)S[C@@H]2[C@H](NC(=O)[C@H](NC(=O)N3CCNC3=O)c3ccccc3)C(=O)N2C1C(=O)O (some centres undefined)
45	CCN(CC)C(=S)Sc1nc2ccccc2s1
56	O=C(N[C@H]1C(O)[C@H](O)C(CO)O[C@H]1O)NS(=O)(=O)c1ccccc1 (some centres undefined)
60	Cc1nn(-c2nc(-c3cc4ccccc4oc3=O)cs2)c(C)c1N=Nc1ccc(F)cc1
66	NNC(=O)c1oc2nc(-c3cnccn3)cc(-c3cccs3)c2c1N

Screen / compound no.,33,37,38,40,45,56,60,66
SF-268,100,99,89,114,92,99,106,110
CAKI-1,88,93,nt,95,100,93,91,95
SNB-75,100,91,55,100,81,86,93,105
SNB-19,101,101,104,108,96,97,106,100
ACHN,99,77,71,nt,100,102,103,103
SF-539,99,95,78,108,89,100,99,99
RXF 393,97,100,80,103,110,105,109,112
A498,94,93,87,102,95,91,111,nt

68	Cc1ccc(N=Nc2sc(-n3[nH]c(=O)ccc3=O)nc2O)cc1

Screen / compound no.,68
SF-268,97
CAKI-1,87
SNB-75,93
SNB-19,96
ACHN,99
SF-539,96
RXF 393,99
A498,99
